CHT PAM: human CHT allosteric activation | B-score at 10 µM | CHT-expressing cells, membrane potential dye, choline EC20; stronger effect = higher value; LV-AA mutant CHT in HEK293 cells | actives 0.49% (n = 310,000) | AID 488977;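 active means initial fluorescence not abnormally high and integrated response B-score, plate-corrected, over 3 SD above library mean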
Target sequence (Q9GZV3 whole entry, looked up): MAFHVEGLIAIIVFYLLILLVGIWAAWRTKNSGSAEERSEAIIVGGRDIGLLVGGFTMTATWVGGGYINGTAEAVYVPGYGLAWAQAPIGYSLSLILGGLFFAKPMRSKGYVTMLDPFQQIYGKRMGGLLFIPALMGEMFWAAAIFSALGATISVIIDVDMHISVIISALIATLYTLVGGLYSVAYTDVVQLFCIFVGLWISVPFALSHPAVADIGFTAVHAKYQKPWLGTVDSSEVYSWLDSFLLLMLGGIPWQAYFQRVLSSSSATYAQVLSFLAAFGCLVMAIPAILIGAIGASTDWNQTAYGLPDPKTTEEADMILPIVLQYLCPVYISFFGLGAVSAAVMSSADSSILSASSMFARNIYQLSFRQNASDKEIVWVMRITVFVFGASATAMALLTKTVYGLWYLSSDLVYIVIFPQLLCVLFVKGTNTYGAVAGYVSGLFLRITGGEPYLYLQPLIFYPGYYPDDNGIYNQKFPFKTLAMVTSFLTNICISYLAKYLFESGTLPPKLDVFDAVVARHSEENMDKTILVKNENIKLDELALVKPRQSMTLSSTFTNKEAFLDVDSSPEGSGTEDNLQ
OX1R antagonist: human HCRTR1 antagonism | actives 0.43% (n = 330,000) | inhibition, % at 5 µM | CHO/OX1R cells, Fluo-8 calcium fluorescence, orexin A | AID 434989 | O43613;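 active means inhibition above its plate's threshold, mean inhibition of all tested compounds on the plate plus 3 SD, cut at about 37% in these data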;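 further: 0% = orexin A challenge wells and 100% = SB-334867-A antagonist wells; not every result past the cut was called active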
Target sequence (O43613 whole entry, looked up): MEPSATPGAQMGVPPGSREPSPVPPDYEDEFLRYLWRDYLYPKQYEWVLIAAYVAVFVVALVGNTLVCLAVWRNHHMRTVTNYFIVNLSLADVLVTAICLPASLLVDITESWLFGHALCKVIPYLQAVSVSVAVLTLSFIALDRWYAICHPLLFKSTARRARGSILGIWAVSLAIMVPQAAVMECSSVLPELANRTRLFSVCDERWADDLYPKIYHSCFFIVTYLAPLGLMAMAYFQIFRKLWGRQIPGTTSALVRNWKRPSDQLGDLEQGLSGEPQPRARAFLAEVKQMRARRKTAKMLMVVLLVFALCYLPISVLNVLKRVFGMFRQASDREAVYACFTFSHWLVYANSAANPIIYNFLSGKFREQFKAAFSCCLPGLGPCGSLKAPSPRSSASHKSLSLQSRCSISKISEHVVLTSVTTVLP
Active calls of the source: *; i = inactive; . = not tested or not shown. This is a random part of the collection. About 0.8% of those tested had a hit in this group.

SMILES	CHT PAM	OX1R antagonist
Cc1ccc2c(c1)C(c1ccccc1)N(C(=O)c1ccc(F)cc1)CC(=O)N2 (configuration not stated)	i	-20
CCS(=O)(=O)N1Cc2ccccc2CC1C(=O)Nc1ccc(F)cc1 (configuration not stated)	i	-17
S=C(c1ccc(-c2ccccc2)cc1)N1CCOCC1	i	8
O=C1/C(=C/c2ccc(O)c([N+](=O)[O-])c2)SC(=S)N1Cc1ccccc1	i	-9
COc1ccc(N(CC(=O)Nc2cccc(SC)c2)S(C)(=O)=O)cc1	i	-16
CCN(CC)C(=O)CSc1nnc2cc(C)c3ccccc3n12	i	-26
COc1ccccc1CC(=O)NCCc1ccc(S(N)(=O)=O)cc1	i	-10
COc1ccc(-c2nc(-c3ccccc3)[nH]c(=O)c2C#N)cc1	i	6
COc1cc(C(C)=O)ccc1OCC(=O)Nc1ccccc1N1CCCC1	i	-29
CCOc1ccc(C(=O)NC(C(=O)NCCc2ccc(OC(F)F)cc2)C(C)C)cc1 (configuration not stated)	i	-48
Cc1cc(-c2ccccc2)nc(N(C)NC(=O)c2ccc(Cl)cc2)c1S(C)(=O)=O	i	-15
CN(C)c1nc(N/N=C\c2ccc(Cl)c([N+](=O)[O-])c2)nc(Nc2ccc(F)cc2)n1	i	27
O=C(CCc1ccc(S(=O)(=O)N2CCOCC2)cc1)OCC(=O)c1ccccc1	.	-11
O=C(O)C1=NOC(CNC(=O)c2ccccc2Cl)C1 (configuration not stated)	i	5
CCN1CCC(Nc2ccnc3cc(Cl)ccc23)CC1	i	-9
CS(=O)(=O)N1CCC(C(=O)NCc2ccc(Cl)cc2)CC1	i	-9
Cn1c(CNC(=O)c2ccc3c(c2)OCO3)nnc1SCC(=O)Nc1ccccc1Cl	i	-8
CC1CCc2c(C(=O)Oc3cccc(-n4cnnn4)c3)csc2C1 (configuration not stated)	i	-22
CC12CCCCC1N(O)C(=O)C(=O)N2O (configuration not stated)	i	17
COc1cc(OC)c(OC)cc1C=NCC1(c2ccccc2)CCCC1	i	-5
CCOc1ccc(C2NC(=O)NC(C)=C2C(=O)OCc2ccccc2)cc1 (configuration not stated)	i	-31
COc1cc2ccccc2cc1C(=O)N1CCCC(C(F)(F)F)C1 (configuration not stated)	.	4
COCCCNc1nc2ccccc2nc1NS(=O)(=O)c1ccccc1	i	-4
Cc1cc(NC(=O)CSc2nc3c(C)c(C)ccc3cc2C)no1	i	2
CCC(OC(C)=O)c1cc2c(cc1[N+](=O)[O-])OCCO2 (configuration not stated)	i	-11
CC(C)Oc1ccc(Cn2c(=O)sc3ccccc32)cc1	i	-22
O=C(Nc1ccc(Oc2ccsc2C(=O)O)cc1)c1ccccc1F	i	5
O=C(Nc1nc(-c2cccnc2)cs1)c1cccc([N+](=O)[O-])c1	i	-12
COc1cc2[nH]c(Cl)c([N+](=O)[O-])c2cc1OC	i	0
CC(C)N1CCN(c2ccncc2S(=O)(=O)N2CCOCC2)CC1	i	-1

Profiles as entered above. Order of values: CHT PAM, OX1R antagonist
Entry for `CCN1CCC(Nc2ccnc3cc(Cl)ccc23)CC1` = i, -9
Entry for `Cc1cc(NC(=O)CSc2nc3c(C)c(C)ccc3cc2C)no1` = i, 2
Entry for `CC1CCc2c(C(=O)Oc3cccc(-n4cnnn4)c3)csc2C1` (configuration not stated) = i, -22
Entry for `CC12CCCCC1N(O)C(=O)C(=O)N2O` (configuration not stated) = i, 17
Entry for `CC(C)N1CCN(c2ccncc2S(=O)(=O)N2CCOCC2)CC1` = i, -1

Next section
SMILES	CHT PAM	OX1R antagonist
CC1=C(C(=O)OC2CCC(C)CC2)C(c2ccc(O)c([N+](=O)[O-])c2)NC(=O)N1 (configuration not stated)	i	-17
COCCNC(=O)Cn1nc(-c2ccccc2)c2ccccc2c1=O	i	-11
CCOC(=O)C(=O)C1C(=O)Nc2ccccc21 (configuration not stated)	i	.
CNC(=O)c1cc2ncc(C(F)(F)F)cc2s1	i	-9
CCc1cc(C(=O)OC)c(NC(=O)CN2CCN(C(=O)C3CCCO3)CC2)s1 (configuration not stated)	i	-15
CN(C)/C=C/C(=O)c1ccncc1	i	-17
COc1ccccc1C(=O)N/C(=C/c1ccc2c(c1)OCO2)C(=O)Nc1ccc(C(=O)O)cc1	i	-1
CC(C)CNS(=O)(=O)c1ccc(CCC(=O)NCc2ccc(Cl)cc2)cc1	i	-19
Cc1ccc(NC(=O)CNC(=O)c2ccc(Oc3ccccc3)cc2)nc1	i	-30
CC1NC(=O)NC1CCCCC(=O)O (configuration not stated)	i	2
Cc1ccc(N2C(=O)c3cccc4cccc(c34)C2=O)cc1	i	-1
Nc1nc(NCCCN2CCOCC2)nc(NCc2ccccc2)c1[N+](=O)[O-]	i	-32
CCOC(=O)[C@@H]1[C@H]2COc3ccccc3[C@@H]2N2C(=O)N(c3cccc(C)c3)C(=O)[C@@]12C	.	-16
COc1ccccc1NS(=O)(=O)c1ccc(C)c(NC(=O)c2ccc(S(=O)(=O)N3CCCCCC3)cc2)c1	i	-7
Cc1cc(OCC(=O)Nc2ccc(CCO)cc2)c2c(C)c(C)c(=O)oc2c1	i	-11
O=C(NC(=S)Nc1ccccc1N1CCOCC1)c1ccc(-c2ccccc2F)o1	i	-17
COCCNC(=O)C1CCCN(S(=O)(=O)c2cccc3nsnc23)C1 (configuration not stated)	i	-3
COc1ccc(C(C)=O)cc1CSc1nnc(Nc2ccc(C)cc2)s1	i	-25
CCOc1ccc(OCCCC(=O)Nc2nc3ccccc3[nH]2)cc1	i	-20
CC(=O)Nc1ccc(NC(=O)COc2ccc(-c3ccc(C#N)cc3)cc2)cc1	i	-5
Cn1nc2c(c1C(=O)O)CCCC2	i	2
N#Cc1ccccc1OCC(=O)OCC(=O)N1CCCC1	.	2
COc1cccc(-n2c(SCC(=O)NC3CCCC3)nnc2-c2ccco2)c1	i	-20
COCCNc1nc(C)c(C(C)=O)s1	i	11
Cc1c(C(=O)c2ccc(F)cc2F)c2ccccn2c1CCC#N	i	-15
Cc1ccc(CNC(=O)c2ccc(N3CCC4(CC3)CC(c3ccccc3)=NO4)c(NC(=O)c3ccc(Cl)c([N+](=O)[O-])c3)c2)cc1	i	-19
CCn1c(=O)c(C(=O)Nc2ccccn2)c(O)c2ccccc21	i	-5
Cc1ccc(/C=C(\NC(=O)c2ccccc2)C(=O)N2CCCC2C(=O)O)cc1 (configuration not stated)	i	-3
NC(=O)[C@@H]1CCCN1Cc1c(C(=O)N2CCc3ccccc3C2)nc2ccc(Cl)cn12	i	-19
Cc1ccc2c(c1)N(C(C)C(=O)NCc1cccs1)C(=O)CO2 (configuration not stated)	i	-4

A second format for part of the listing above:
COCCNC(=O)C1CCCN(S(=O)(=O)c2cccc3nsnc23)C1 (configuration not stated)
  CHT PAM: i	OX1R antagonist: -3

COc1ccccc1C(=O)N/C(=C/c1ccc2c(c1)OCO2)C(=O)Nc1ccc(C(=O)O)cc1
  CHT PAM: i	OX1R antagonist: -1

Cc1ccc(NC(=O)CNC(=O)c2ccc(Oc3ccccc3)cc2)nc1
  CHT PAM: i	OX1R antagonist: -30

CC(C)CNS(=O)(=O)c1ccc(CCC(=O)NCc2ccc(Cl)cc2)cc1
  CHT PAM: i	OX1R antagonist: -19

The listing continues.
SMILES	CHT PAM	OX1R antagonist
CCOc1cnc(-c2c(-c3c(F)cccc3Cl)noc2C)o1	i	-24
CCOC(=O)c1c(N)sn(-c2ccccc2)c1=S	i	-26
CO/N=C/CC(=O)c1ccc(OC)cc1	i	-12
COc1cc2c(cc1OC)C(C)N(C(=O)CCc1c[nH]c3ccccc13)CC2 (configuration not stated)	i	-18
CCOc1ccc(NS(=O)(=O)c2ccc(C(=O)NCC3(N4CCCCC4)CCCCC3)cc2)cc1	i	20
CN(C)CCCn1c(=O)n(C2CCCCC2)c(=O)c2c3c(sc21)CCCCC3	i	-24
CCCCn1c(-c2cccs2)nc2nc3ccccc3nc21	i	-28
COC(=O)C1C/C(=N\NS(=O)(=O)c2ccc(C)cc2)c2ccccc2C1 (configuration not stated)	i	-42
CCc1nc2c(C#N)c(-c3ccc(Cl)cc3)ccn2n1	i	-2
O=C(NN1CCOCC1)c1ccco1	.	3
CC(=O)Nc1nnc(S(N)(=O)=O)s1	i	7
Clc1ccc(-c2nnc(SCc3nc4ccccc4s3)o2)cc1	i	-28
COC(=O)c1c2c(nc3ccccc13)CCC2	i	-33
OCCSc1nc(N2CCOCC2)nc(N2CCOCC2)n1	i	2
Cn1ncc(Br)c1C(=O)N1CCCC1	i	5
O=C(NCC1CCCO1)c1cc(NS(=O)(=O)c2cccs2)cc(NS(=O)(=O)c2cccs2)c1 (configuration not stated)	i	-8
Cc1nnc(N/N=C/c2ccc(-c3ccc(Br)cc3)o2)n1N	i	-18
CCCCOC(=O)C1=C(C)NC(=O)NC1c1ccc(OC)cc1 (configuration not stated)	i	-13
COc1cc(C(=O)NCCNC(=O)c2ccc(C)nc2)cc(OC)c1OC	i	-11
Cc1[nH]c2ccccc2c1C(=O)C(=O)NCCc1ccc(S(N)(=O)=O)cc1	i	-7
CCOC(=O)CNC(=O)C(=O)c1c(O)[nH]c2ccccc12	i	-23
CCC(Oc1ccccc1)C(=O)NCc1ccc(S(N)(=O)=O)cc1 (configuration not stated)	i	2
O=C(Nc1ccc2c(c1)Cc1ccccc1-2)c1cc2ccccc2o1	i	-19
Fc1ccc(OCc2nn[nH]n2)c(F)c1	i	6
COc1ccc2nc(NC(=O)c3cc(C)oc3C)sc2c1	i	-11
CC1(C)C(=O)Nc2ccccc2N1C(=O)COC(=O)CCSc1ccccc1	i	-29
Cc1ccc(C(=O)NCCCNC(=O)c2cccnc2)cc1	i	-2
C=CCn1c(O)c(C2=c3ccccc3=NC2=O)c2ccccc21	i	16
Cc1ccc(S(=O)(=O)CCC(=O)O)cc1C	i	-17
COc1ccc(-c2noc(CCCC(=O)NC3CCCC3)n2)cc1OC	i	0
CCCCCC(=O)Nc1cccc(C2=NOC3(C2)C[C@@H](C(N)=O)N(C(=O)Cc2ccc([N+](=O)[O-])cc2)C3)c1 (some centres not stated)	i	-4
CC(=O)c1cccc(N(CC(=O)Nc2ccccc2C(=O)N2CCCC2)S(C)(=O)=O)c1	i	-19
Cc1ccc(S(=O)(=O)/N=C(/c2ccccc2)N2CCOCC2)cc1	i	-9
CCOc1ccc(NC(=O)CCC(=O)c2ccc(Br)cc2)cc1	i	-9
O=C1N=C(N2CCOCC2)CS1	i	1
CNc1nc(Cl)c(SC)c(NCc2ccc(F)cc2)n1	i	-24
Cc1cc(NS(=O)(=O)c2ccc(NC(=O)N[C@H](C(=O)O)C(C)C)cc2)no1	i	-7
COc1cc(OC)c(OC)cc1/C=C1/Cc2ccccc2C1=O	i	-9
c1ccc(COc2ccc(OCCCN3CCCC3)cc2)cc1	i	-6
O=C(C1=C(O)C(=O)N(CCN2CCOCC2)C1c1ccccn1)c1cccs1 (configuration not stated)	i	-5
Cc1ccsc1C(=O)N1CCN(c2ncc(C(F)(F)F)cc2Cl)CC1	i	-13
Cc1ccc(NC(=O)Nc2nc(-c3ccc(C)s3)cs2)cc1	i	-2
O=C(CC1C[C@H](C(=O)N2CCOCC2)[C@@]2(CCC3CCCC3)c3[nH]c4ccccc4c3CCN2C1=O)NCCc1ccccn1 (some centres not stated)	.	-19
Cc1c(CCO)c(=O)[nH]n1C(=O)c1ccc(F)cc1	i	-14
Cc1cccc2cc(CN(CCCO)C(=O)Nc3cccc(Cl)c3)c(=O)[nH]c12	i	-22
Oc1ccc2ccc3cccc[n+]3c2c1	i	10
COc1ccc(-c2nn(CC(=O)NCCc3ccccc3)c(=S)n2C)cc1	i	-17
O=C(C1=C[C@H](c2coc3ccccc3c2=O)C[C@H](OCc2ccc(CO)cc2)O1)N1CCOCC1	i	-11
CCC(C(=O)Nc1nnc(-c2ccco2)s1)c1ccccc1 (configuration not stated)	i	-35
Cc1cc2nnc(SC(C)C)n2c2ccccc12	i	-34
CCNC(=S)Nc1ccc(NC(=O)c2ccccc2O)cc1	i	-6
Cc1ccccc1Nc1nc(N)nc(CSc2nnnn2C)n1	i	-3
CC1Cc2ccccc2N1CC(=O)NC(=O)NC1CCCCC1 (configuration not stated)	i	-27
O=C(Cn1cnc2scc(-c3ccc(Br)cc3)c2c1=O)N1CCOCC1	i	4
C=CCNC(=O)c1cccc(OC2CCN(CC(C)(C)C)CC2)c1	i	-27
CC(NC(=O)c1ccccc1Cl)c1nnc(SCC(=O)Nc2ccc(C(=O)O)cc2)n1C (configuration not stated)	i	-14
COc1ccc2oc(C(=O)OCC(=O)Nc3ccc(C(=O)N(C)C)cc3)c(C)c2c1	i	0
O=C1CCCc2c1cnc1ncnn21	i	-1
Cc1ccc(Cl)cc1NC(=O)C1CC1c1ccccc1 (configuration not stated)	i	-10
COc1ccc(CCNC(=O)c2c(C)nn(-c3ccccc3)c2Cl)cc1	i	-15

New compounds follow
SMILES	CHT PAM	OX1R antagonist
CS(=O)(=O)N1CCc2cc(S(=O)(=O)NCCNS(=O)(=O)c3ccc4c(c3)CCN4S(C)(=O)=O)ccc21	i	-26
COC(=O)[C@H](Cc1ccccc1)NC(=O)[C@@H]1C[C@H]1[C@@H](NC(=O)OCc1ccccc1)c1ccccc1	i	-10
COc1cccc(C2C(C(=O)NCc3ccccc3)=C(C)Nc3ncnn32)c1 (configuration not stated)	i	-12
Cc1ccc2c(c1)C1CN(C)CCC1N2S(=O)(=O)c1cc(C(F)(F)F)ccc1Cl (configuration not stated)	.	-10
